From PubChem BioAssay
C-LANA FP: inhibitors of KSHV C-LANA binding to DNA, primary screen, biochemical, fluorescence polarization, FAM-LBS DNA, MBP-C-LANA, single point. inhibition, % at 9 µM. 340,000 compounds, 0.078% hits. Kaposi's sarcoma herpesvirus LANA C-terminal domain (residues 932-1162) DNA binding. AID 504423, 2011;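 active means highest replicate inhibition at or above 60% at 9 µM, even if other replicates fall short; inactive means all replicates below 60% inhibition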;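 further: 0% = neutral control wells and 100% = 4 µM acridine orange control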
OPRM1-OPRD1 inv: inverse agonists of MOR-DOR heterodimerization, primary screen, cell-based, luminescence | Mu-type opioid receptor (Homo sapiens) + Delta-type opioid receptor (Homo sapiens), … | cell-based MOR-DOR heterodimer luminescence, inverse agonism | inhibition, % at 9.3 µM | 340,000 compounds, 0.21% hits; in the data active means inhibition above about 22%, passing the limit was not always enough;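 further: 0% = cells with DMSO and 100% = wells without cells with DMSO; values of inactives mirror those of a sister screen read the other way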
cardiac RTF act: cardiac RTF calcium sensitivity activators, primary screen, biochemical, IANBD-TnC fluorescence, EC20 calcium | IANBD-labeled TnC RTF fluorescence at EC20 calcium; 0% EC20 calcium, 100% full calcium | activation, % at 7.2 µM | 340,000 compounds, 0.24% hits | AID 493008, 2010;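 active means activation above the mean over all tested compounds plus 3 SD, cut at about 30% in these data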;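 further: rise in fluorescence read as greater calcium sensitivity of cardiac thin filaments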
HTR5A ag ctr: HTR5A agonists in luminescence cell assay, primary screen, counter-screen for OPRM1-OPRD1 heterodimer agonist project, full-deck HTS; cell-based; activation, % at 9.3 µM; 340,000 compounds, 0.61% hits; AID 504692, 2011; in the data active means activation mostly above about 9.5%, no sharp cut-off; inactive means mostly below about 7.6%;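 further: 0% = cells with vehicle only and 100% = reference agonist; strong numbers were not always called active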
Target sequence (P47898 whole entry, looked up): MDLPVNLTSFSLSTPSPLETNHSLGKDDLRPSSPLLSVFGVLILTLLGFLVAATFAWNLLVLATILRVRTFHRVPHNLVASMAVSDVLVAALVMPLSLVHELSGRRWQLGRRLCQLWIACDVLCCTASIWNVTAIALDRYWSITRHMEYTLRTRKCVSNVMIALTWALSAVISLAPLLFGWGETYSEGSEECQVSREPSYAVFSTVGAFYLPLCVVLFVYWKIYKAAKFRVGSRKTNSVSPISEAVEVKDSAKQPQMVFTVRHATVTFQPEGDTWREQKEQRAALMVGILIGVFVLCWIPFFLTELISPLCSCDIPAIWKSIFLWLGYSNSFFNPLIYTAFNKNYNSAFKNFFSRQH
V-ATPase pH: regulators of yeast V-ATPase proton pumping, primary screen, pHLuorin cytosolic pH fluorescence. S. cerevisiae. response, % at 10 µM. 350,000 compounds, 0.37% hits. AID 504577, 2011; in the data active means response mostly above about 7.3%, no sharp cut-off; inactive means mostly below about 5.4%; further: actives read high; inactives centre near 0; some compounds called inactive have numbers as strong as hits; reference of the scale not given here
Keap1-Nrf2 PPI: Keap1-Nrf2 protein-protein interaction inhibitors, primary screen, biochemical, fluorescence polarization, single point; Kelch-like ECH-associated protein 1 (Homo sapiens), Q14145; Keap1 Kelch-Nrf2 peptide fluorescence polarization, 1536-well; inhibition, % at 9.4 µM; 340,000 compounds, 0.15% hits; in the data active means inhibition above about 12%;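 further: human Keap1 Kelch domain with fluorescein labeled Nrf2 9mer peptide probe; 0% = neutral control wells and 100% = peptide positive control; higher means more block of Keap1 binding to Nrf2 peptide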
Target sequence (Q14145 whole entry, looked up, the tested form may be a part): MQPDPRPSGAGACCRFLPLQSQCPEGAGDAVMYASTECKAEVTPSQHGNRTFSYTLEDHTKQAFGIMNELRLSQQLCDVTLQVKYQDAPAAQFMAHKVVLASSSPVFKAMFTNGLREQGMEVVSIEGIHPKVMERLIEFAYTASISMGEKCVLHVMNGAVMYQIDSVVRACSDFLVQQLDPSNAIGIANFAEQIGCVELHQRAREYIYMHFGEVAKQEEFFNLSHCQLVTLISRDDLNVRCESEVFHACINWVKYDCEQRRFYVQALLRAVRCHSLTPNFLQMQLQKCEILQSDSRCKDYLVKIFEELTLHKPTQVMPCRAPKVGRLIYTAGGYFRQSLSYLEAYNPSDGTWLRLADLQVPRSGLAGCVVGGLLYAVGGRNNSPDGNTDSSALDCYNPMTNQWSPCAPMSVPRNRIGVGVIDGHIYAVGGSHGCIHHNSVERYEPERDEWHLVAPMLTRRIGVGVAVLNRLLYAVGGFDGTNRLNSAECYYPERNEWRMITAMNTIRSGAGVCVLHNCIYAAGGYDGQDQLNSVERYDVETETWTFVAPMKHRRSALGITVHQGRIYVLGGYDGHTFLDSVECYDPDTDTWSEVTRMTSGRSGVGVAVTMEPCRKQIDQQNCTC
MOR-DOR ag: agonists of OPRM1-OPRD1 heterodimerization, primary screen, cell-based, luminescence | Mu-type opioid receptor (Homo sapiens) + Delta-type opioid receptor (Homo sapiens), … | cells | activation, % at 9.3 µM | 340,000 compounds, 0.3% hits; in the data active means activation above about 18%;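 further: 0% = vehicle-treated cells and 100% = reference agonist; values of inactives mirror those of a sister screen read the other way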
HTR5A inv ctr: HTR5A inverse agonists in luminescence cell assay, primary screen, counter-screen for OPRM1-OPRD1 heterodimer inverse agonist project, full-deck HTS. HTR5A cell line, inverse agonism. inhibition, % at 9.3 µM. 340,000 compounds, 0.083% hits; in the data active means inhibition mostly above about 23%, no sharp cut-off; inactive means mostly below about 18%;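 further: 0% = cells with DMSO and 100% = no-cell wells with DMSO; some compounds called inactive have numbers as strong as hits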
Cardiac RTF inh: cardiac RTF calcium sensitivity inhibitors, primary screen, biochemical, IANBD-TnC fluorescence, EC70 calcium; Troponin I, cardiac muscle (Homo sapiens) + Troponin T, cardiac muscle (Homo sapiens) + …; IANBD-labeled cardiac RTF, Ca2+ fluorescence; inhibition, % at 7.15 µM; 340,000 compounds, 0.12% hits; AID 493244, 2011;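 active means inhibition above the mean inhibition of all tested compounds plus 3 SD, cut at about 17% in these data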;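 further: assay run at fixed EC70 calcium of 1.6 mM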
CAL-PDZ inh HTS: untagged CAL PDZ binding inhibitors, primary screen, biochemical, fluorescence polarization, HTS | Golgi-associated PDZ and coiled-coil motif-containing protein (Homo sapiens), Q9HD26 | purified CAL PDZ, TMR-peptide fluorescence polarization, 1 h | inhibition, % at 24.9 µM | 300,000 compounds, 0.92% hits;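 active means mean inhibition of at least 30% with at least half of replicates also reaching 30%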;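 further: 0% = DMSO neutral control and 100% = excess unlabeled competitor peptide PRC23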
Active calls of the source: *; . = not tested or not shown.

SMILES | C-LANA FP | OPRM1-OPRD1 inv | cardiac RTF act | HTR5A ag ctr | V-ATPase pH | Keap1-Nrf2 PPI | MOR-DOR ag | HTR5A inv ctr | Cardiac RTF inh | CAL-PDZ inh HTS
Cc1nn(-c2ncc(C(F)(F)F)cc2Cl)c(=O)n1-c1c(F)cccc1F | -0.4 | 11 | -4 | 6 | 9 | -1 | -1.7 | -16 | 4 | 0
CC(C)c1ccc(/C=C/C(=O)NCCCc2ccccc2)cc1 | -1.3 | 5 | 0 | -1 | 5 | -1 | -1.0 | -26 | 7 | -2
CCC(C(=O)Nc1cnccn1)c1ccccc1 (configuration not stated) | 0.0 | 4 | -5 | -3 | 1 | 2 | -0.8 | -11 | -9 | 0
O=C(CNC(=O)c1ccccc1)OCCCOC(=O)CNC(=O)c1ccccc1 | 0.1 | 4 | -4 | 0 | 3 | -2 | -0.8 | -7 | -4 | 0
CCc1ccc(NC(=O)c2ccnc(C(C)(C)C)c2)cc1 | 0.0 | 6 | -7 | 1 | -1 | 1 | -1.1 | 4 | -2 | -4
COc1ccc(NC(=O)C2CCCN2C(=O)NC2CCCCC2)cc1OC (configuration not stated) | -0.7 | -1 | 13 | -1 | -1 | -8 | 0.1 | -6 | -8 | -2
CN(C)c1ccc(C(=O)Nc2nnc(-c3ccc(Cl)cc3)o2)cc1 | -0.6 | -14 | -4 | -1 | -1 | 1 | 2.7 | 2 | -7 | .
COc1cccc(C2C(C(C)=O)=C(O)C(=O)N2Cc2ccco2)c1 (configuration not stated) | -0.3 | 17 | -1 | 0 | 0 | -7 | -3.1 | -6 | -15 | 2
O=C(Nc1ccncc1)c1cc(S(=O)(=O)N2CCOCC2)ccc1Cl | -0.7 | 15 | -8 | 1 | -1 | -5 | -3.1 | -18 | -10 | -4
Cc1cc(C)c2cc(C#N)c(NCCCNC(=O)CCC(=O)O)nc2c1 | 1.7 | 12 | 6 | 0 | -1 | -2 | -2.4 | 0 | -6 | .
C#CCSc1n[nH]c(-c2ccco2)n1 | 1.3 | 14 | -1 | 0 | -2 | 0 | -2.6 | 1 | -3 | -3
CC(C)C(=O)Nc1ccc(N2CCCC2)cc1 | -1.9 | -16 | -1 | -2 | 2 | -1 | 2.8 | 13 | 4 | 1
Cc1ccccc1NC(=O)NNC(=O)CCc1ccccc1 | -0.2 | 19 | -2 | 6 | 0 | -1 | -3.7 | -13 | -4 | 8
COc1cc(CNCCc2ccccc2F)ccc1OCC(=O)N1CCCCC1 | -1.0 | -23 | 2 | 4 | 1 | -2 | 3.1 | -11 | -2 | -1
Cc1ccccc1NS(=O)(=O)c1ccc(C(=O)N2CC(C)OC(C)C2)cc1 (configuration not stated) | 2.3 | 0 | 0 | 5 | -1 | -3 | -0.1 | 1 | -14 | -1
CC(C)c1csc(CN2CCN(CCc3ccccc3)C(CCO)C2)n1 (configuration not stated) | 0.2 | 4 | -8 | -5 | 3 | -3 | -0.9 | 12 | -3 | -2
CCOC(=O)Cc1csc(NC(NC(=O)OCC)(C(=O)OCC)C(F)(F)F)n1 (configuration not stated) | 30 | 1 | 0 | 0 | 7 | -4 | -0.2 | -40 | 4 | 8
CCOC(=O)c1nnn2c1nc(N(CC)CC)c1ccccc12 | 0.1 | 14 | -1 | -1 | 2 | -1 | -2.8 | -9 | 0 | 0
COc1cccc(NC(=O)N2CCCC2C(=O)NC(C)C)c1 (configuration not stated) | 2.9 | 13 | 4 | 3 | 4 | 5 | -2.3 | -10 | -7 | -4
Cc1ccc(N(CC(=O)N2CC(=O)Nc3ccccc32)S(=O)(=O)c2ccc3c(c2)OCCO3)cc1 | -1.4 | 18 | 1 | 12 | 6 | 1 | -4.0 | -34 | -3 | 1

Next section, starting with the last 3 of the part before.
SMILES | C-LANA FP | OPRM1-OPRD1 inv | cardiac RTF act | HTR5A ag ctr | V-ATPase pH | Keap1-Nrf2 PPI | MOR-DOR ag | HTR5A inv ctr | Cardiac RTF inh | CAL-PDZ inh HTS
CCOC(=O)c1nnn2c1nc(N(CC)CC)c1ccccc12 | 0.1 | 14 | -1 | -1 | 2 | -1 | -2.8 | -9 | 0 | 0
COc1cccc(NC(=O)N2CCCC2C(=O)NC(C)C)c1 (configuration not stated) | 2.9 | 13 | 4 | 3 | 4 | 5 | -2.3 | -10 | -7 | -4
Cc1ccc(N(CC(=O)N2CC(=O)Nc3ccccc32)S(=O)(=O)c2ccc3c(c2)OCCO3)cc1 | -1.4 | 18 | 1 | 12 | 6 | 1 | -4.0 | -34 | -3 | 1
CC(NC(=O)c1cc2ccccc2oc1=O)c1ccccc1 (configuration not stated) | 1.3 | 11 | 2 | 0 | -4 | 0 | -2.2 | 6 | -5 | .
O=c1c2ccccc2nc2n1C(CBr)CN2 (configuration not stated) | 0.0 | 1 | 6 | 2 | 1 | -3 | -0.2 | -21 | -5 | 4
COC(=O)/C=C/c1ccc2c(c1)S(=O)(=O)N(c1cccc(OC)c1)[C@H]2CC(=O)OC | -1.6 | 9 | 7 | 7 | 0 | -4 | -1.6 | -3 | -4 | -2
Cn1c(=O)c2ccccc2n(Cc2ccccc2F)c1=O | -0.1 | -2 | -1 | -2 | 2 | 2 | 0.3 | 5 | -11 | -5
CNC(=S)Nc1ccc(C(N)=O)cc1 | -1.2 | 14 | -2 | -1 | -5 | 3 | -2.6 | -25 | -6 | 2
COc1ccc2[nH]c3c(c2c1)CCN1C(=O)C(CC(=O)NCCCn2ccnc2)C[C@H](C(=O)N2CCCCC2)[C@@]31C (some centres not stated) | -1.1 | 16 | 13 | -1 | -1 | 1 | -3.2 | 2 | -1 | -1
N/C(=N\OC(=O)CCCOc1ccc(Cl)cc1Cl)c1ccccn1 | 0.9 | -8 | 4 | 2 | 1 | 0 | 1.8 | -6 | 3 | 3
O=C1/C(=C/c2cccs2)Cc2ccccc21 | 1.7 | 7 | 2 | 3 | 1 | -2 | -1.4 | 11 | 2 | -1
CCc1ccc(NC(=O)CSc2nc3ccccc3nc2N2CCCC2)cc1 | -0.6 | -5 | 0 | 0 | 2 | -1 | 0.9 | -10 | -4 | .
CCCc1nn2c(=O)cc(CSCC(=O)Nc3cccc(OC)c3)nc2s1 | -0.5 | 7 | 2 | -4 | 0 | -5 | -1.3 | 6 | -5 | 5
Cc1nn(C)cc1NC(=O)c1nn(C)cc1[N+](=O)[O-] | 2.9 | 15 | -2 | -1 | -4 | 0 | -2.8 | 3 | 0 | .
CCOc1ccc(CNC(=O)CCS(=O)(=O)Cc2cccc(Cl)c2)cc1OC | 1.2 | 10 | 1 | 4 | -1 | 1 | -2.0 | -13 | -2 | -3
Cc1ccc(OCCCCc2c(C)n[nH]c2C)cc1 | -0.1 | -3 | -4 | -4 | 3 | 4 | 0.6 | 13 | -8 | -4
Cc1ccc(O)c(NC(=O)c2cccc(S(=O)(=O)N3CCCCC3)c2)c1 | 0.3 | 6 | -2 | -4 | 3 | -2 | -1.3 | -5 | -4 | -1
N/C(=N\OC(=O)CCC1CCCC1)c1cccnc1 | 2.3 | 19 | 1 | 4 | 4 | 1 | -3.1 | 16 | 3 | 1
CCN(CC)S(=O)(=O)c1ccc(S(=O)(=O)N2CCCC(C(=O)NC3CC3)C2)cc1 (configuration not stated) | -0.1 | -22 | -2 | 4 | -2 | 1 | 2.7 | -12 | -3 | -2
COc1ccc(CCNC(=O)CSc2nc3ccccc3o2)cc1 | -0.6 | 1 | 2 | 4 | 0 | -1 | -0.1 | -11 | 6 | -4
NC(=O)C1CCN(C2=C(NS(=O)(=O)c3ccc(Br)cc3)C(=O)c3ccccc3C2=O)CC1 | 0.8 | -17 | 14 | -5 | 2 | -4 | 3.2 | 2 | -4 | 1
Cc1cc(NC(=O)CSc2nc3c([nH]c4ccccc43)c(=O)n2-c2ccccc2F)no1 | 0.7 | 34* | -8 | -3 | -4 | -6 | -6.4 | 15 | 5 | -7
CC(CC(=O)Nc1ncc([N+](=O)[O-])s1)c1ccccc1 (configuration not stated) | -2.8 | -15 | 9 | 0 | 5 | 0 | 3.0 | 0 | 1 | -1
O=c1[nH]nc(-c2ccccc2)cc1-c1ccccc1 | -0.7 | 6 | -4 | 3 | -8 | 0 | -1.1 | -4 | -5 | -7
COc1ccccc1N1CCN(c2ccc([N+](=O)[O-])cc2Cl)CC1 | -0.6 | -21 | 16 | 3 | 0 | -3 | 4.0 | -21 | 5 | 0
O=C(CSCC(=O)OCn1nnc2ccccc2c1=O)Nc1ccc(Cl)cc1 | 0.6 | -1 | 5 | -3 | -2 | -6 | 0.2 | -2 | -3 | -2
CCCc1cc(C(=O)N2CCC(N3CCC(C(=O)NC(C)C)CC3)CC2)n(C)n1 | 0.6 | 6 | -9 | -1 | 5 | 2 | -0.9 | 4 | -14 | -1
O=C(CSc1nnc(-c2ccccc2)o1)NC1CC1 | -0.5 | 22 | 1 | 4 | 0 | -2 | -4.6 | 9 | -1 | -1
O=C(NCc1ccc(F)cc1)c1ccc[nH]1 | 2.0 | 17 | -2 | -5 | 0 | -1 | -3.7 | 14 | -14 | -3
O=C(C1CC1)N1CCN=C1SCc1ccccc1Cl | -0.4 | 10 | -2 | 4 | -1 | -1 | -2.0 | -13 | 0 | -6
CCCCN(C)CCNC(=O)c1ccc2c(c1)NC(=O)C(N1CCCCC1)S2 (configuration not stated) | -1.4 | 3 | 3 | 12* | -2 | -2 | -0.6 | -25 | -13 | 1
CCOC(=O)N1CCN(C(=O)CS(=O)(=O)c2cn(Cc3ccc(Cl)cc3)c3ccccc23)CC1 | -0.6 | 6 | 8 | 1 | 3 | -1 | -1.1 | -15 | 3 | -5
COc1ccc(C2C(C(C)=O)=C(C)N=c3s/c(=C\c4ccco4)c(=O)n32)c(OC)c1 (configuration not stated) | -0.9 | 12 | -4 | 8 | 2 | -6 | -2.7 | -21 | 0 | -4
CCCCCC(O)(CCN1CCCCC1)c1ccc(OCC)cc1 (configuration not stated) | 0.7 | 5 | -1 | 2 | 1 | 2 | -0.8 | -4 | -14 | 2
O=C(CC1OC(=O)c2ccccc21)Nc1cc(S(=O)(=O)N2CCOCC2)ccc1OCC(F)(F)F (configuration not stated) | -1.0 | 9 | 1 | -2 | -3 | 0 | -1.4 | 21 | -2 | 1
Cc1cc(C)c(NC(=O)c2ccccc2C(=O)c2ccccc2)c(C)c1 | -0.8 | 21 | 6 | -4 | 3 | -2 | -4.5 | -3 | -4 | 0
CNC(=O)c1ccc2snnc2c1 | 0.6 | 1 | 3 | 3 | -2 | -2 | -0.1 | 5 | -4 | 0
